Screens from PubChem.
GSIS activator – GLuc luminescence reporter in INS-1E cells, primary screen for activators of glucose-dependent secretion of insulin. hit rate 0.61% among 370,000. activation, % at 16.6 µM. INS-1E GLuc reporter insulin secretion, 2-3 h;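 active = lowest replicate activation of at least 40%, so every replicate reaches that level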;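 also: 0% = median of neutral control wells and 100% = median of IBMX positive control wells; some compounds called inactive have numbers as strong as hits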
XiGFP reactiv – reactivates the inactive X chromosome in mouse fibroblasts; activation, % at 7.58 µM; AID 743238; XiGFP mouse fibroblasts, % GFP-positive cells imaging, 3 d; cells co-treated with 5-aza-dC sensitizer; scaled so ellipticine positive control = 100%; hit rate 0.055% among 360,000;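 active = mean normalized replicate activation at least 10% and every replicate at or above 10%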;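 also: 0% = median of on-plate neutral control wells and 100% = ellipticine 6 µM median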
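material = 68-5-11 XiGFP fibroblast line | medium = DMEM plus 5-aza-dC sensitizer | schedule = 3 days compound exposure | benchmarks = positive control ellipticine, 6 µM final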
RAD54 inh – RAD54 (human) branch migration inhibition; RAD54 Holliday junction branch migration, FAM/BHQ fluorescence; inhibition, % at 10.4 µM; hit rate 0.14% among 360,000;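 active = mean normalized replicate activity at least 40 and at least half of replicates scoring 40 or more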;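 also: 0% = median of neutral control wells and 100% = median of positive control wells; inhibitors cause a drop in the FAM fluorescence signal; in these data hits start at about 50%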
Target sequence (Q92698 whole entry, looked up): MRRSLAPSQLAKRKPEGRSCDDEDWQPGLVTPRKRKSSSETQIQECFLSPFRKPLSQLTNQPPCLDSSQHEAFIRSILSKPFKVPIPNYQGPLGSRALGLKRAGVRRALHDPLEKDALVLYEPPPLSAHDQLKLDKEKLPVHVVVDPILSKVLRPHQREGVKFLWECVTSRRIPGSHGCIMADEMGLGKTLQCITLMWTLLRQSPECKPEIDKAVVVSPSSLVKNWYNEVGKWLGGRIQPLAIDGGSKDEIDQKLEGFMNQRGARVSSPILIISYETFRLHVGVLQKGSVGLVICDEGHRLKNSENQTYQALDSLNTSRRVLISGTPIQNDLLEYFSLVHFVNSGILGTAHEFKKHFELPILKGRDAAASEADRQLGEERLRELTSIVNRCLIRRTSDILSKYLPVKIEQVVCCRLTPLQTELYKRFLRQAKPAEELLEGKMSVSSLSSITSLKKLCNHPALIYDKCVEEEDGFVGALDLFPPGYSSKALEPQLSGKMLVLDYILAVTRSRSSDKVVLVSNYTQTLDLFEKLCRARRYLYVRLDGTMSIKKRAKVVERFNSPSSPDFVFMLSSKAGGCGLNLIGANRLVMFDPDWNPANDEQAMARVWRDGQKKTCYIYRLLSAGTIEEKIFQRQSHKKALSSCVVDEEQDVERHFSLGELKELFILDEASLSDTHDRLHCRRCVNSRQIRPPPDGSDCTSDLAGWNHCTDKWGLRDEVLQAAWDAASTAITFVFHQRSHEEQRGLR
RAD52 inh – blocks human RAD52 DNA annealing; P43351; recombinant RAD52 DNA annealing, FRET fluorescence; inhibition, % at 18.7 µM; hit rate 0.46% among 360,000; AID 651710;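 active = every replicate showing at least 50% inhibition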
ARNT TACC3 PPI – disrupts binding between human ARNT and TACC3; Q9Y6A5; hit rate 0.66% among 390,000; inhibition, % at 9.99 µM; AID 623870; AlphaScreen His-ARNT PAS-B/GST-TACC3 binding, luminescence; TACC3 fragment carries E629A point mutation;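 active = mean inhibition of replicates at least 50% and at least half of replicates each reaching 50%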;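 also: 0% = complete ARNT plus TACC3 wells and 100% = ARNT alone without TACC3; many hits fall short of the cut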
ERAP1 HTS inh – ERAP1 (human) enzyme inhibition; Q9NZ08; recombinant ERAP1, Leu-AMC fluorescence, 60 min; inhibition, % at 10.7 µM; hit rate 0.15% among 340,000;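 active = mean replicate inhibition of at least 30%, or all replicates individually reaching that 30% level; inactive = mean below 30% and not every replicate reaching it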;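 also: 0% = neutral control wells and 100% = L-leucinethiol positive control wells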
esBAF inh – blocks esBAF chromatin remodeling in mouse ES cells. Bmi1-luciferase knock-in reporter, 24 h; 100% = twice the neutral-well signal. reporter increase, % at 12.5 µM. hit rate 2% among 350,000; in the data active = activation above about 40%;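 also: 0% = median of the plate's neutral control wells and 100% = double that signal; a rise in the Bmi1 reporter signal indicates esBAF inhibition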
CFTR F508del cor – correctors of CFTR F508del function in bronchial epithelial cells | CFBE cells, YFP halide quenching; stimulated with forskolin plus potentiator P3; % fluorescence drop versus neutral controls | activity (quench increase), % at 7.58 µM | hit rate 0.36% among 350,000 | AID 720511;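 active = mean added fluorescence quench of at least 8% versus neutral control, with both replicates also reaching 8%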;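 also: cells transiently co-express mutant CFTR-F508del with the halide-sensitive YFP; corrector assay measuring rescue of mutant channel to the surface after 24 h compound exposure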
* hit, by the source's call; nt = not tested or not shown. An unsorted share of the library. Share with any hit: about 3.3%.

SMILES | GSIS activator | XiGFP reactiv | RAD54 inh | RAD52 inh | ARNT TACC3 PPI | ERAP1 HTS inh | esBAF inh | CFTR F508del cor
C[C@@H]1CN([C@@H](C)CO)C(=O)c2cccc(NC(=O)c3ccncc3)c2O[C@@H]1CN(C)C(=O)Nc1ccc(F)cc1 | -2 | -0.1 | -6 | -4 | 27 | 0 | 3 | -2.3
COCC(=O)N(C)CC1CCCN(CCc2ccccc2OC)C1 (stereo not given) | 15 | 0.0 | -13 | -32 | 3 | 2 | -2 | 0.7
O=C(CN1C(=O)C2C3C=CC(C3)C2C1=O)OCC(=O)c1ccc(Cl)c([N+](=O)[O-])c1 (stereo not given) | 5 | -0.1 | -3 | -4 | -5 | 0 | nt | 1.2
O=C(c1cccs1)N1C[C@H](O)[C@@H](n2cc(-c3ccc(F)cc3)nn2)C[C@@H]1c1ccccc1 | -11 | 0.2 | 2 | -6 | nt | 7 | -7 | 2.8
CCOC(=O)C(NC(=O)c1ccc(F)cc1)(Nc1sc2c(c1C(N)=O)CCC2)C(F)(F)F (stereo not given) | -16 | 0.1 | nt | -44 | 19 | 3 | nt | nt
Cc1ccc2oc(=O)c(/C=C(\O)c3ccccc3)nc2c1 | -15 | 1.5 | nt | -225 | -3 | 1 | nt | -3.2
Cc1cc(C)n(-c2cc(N3CCOCC3)nc(-c3ccccc3)n2)n1 | 6 | nt | -7 | -18 | 2 | -2 | -15 | 0.2
OC[C@@H]1[C@@H](c2ccc(-c3cccnc3)cc2)[C@@H]2CN(Cc3ccccn3)CCCCN12 | -1 | 0.0 | 2 | -4 | 7 | -1 | -4 | 1.6
Cc1ccc2nc(-c3ccc(S(=O)(=O)N4CCCCC4)cc3)cn2c1 | -1 | 0.0 | nt | -20 | -6 | -1 | nt | -5.6
COc1ccccc1CNC(=O)c1ccc2nc3[nH]c4ccccc4c3nc2c1 | 15 | 0.3 | 4 | -12 | nt | -2 | 26 | -4.2
Cc1cccc(OCC(=O)Nc2ccccc2N2CCN(C)CC2)c1 | 58 | 0.0 | -1 | -3 | 0 | 1 | -9 | -1.8
O=C(O)CCc1nn2c3ccccc3n(CC(=O)c3cccs3)c2nc1=O | -3 | 0.0 | nt | -22 | -9 | 2 | nt | -0.2
O=S(=O)(/C=C/c1ccccc1)N1CCOCC1 | 8 | 0.1 | -2 | -9 | -3 | -1 | -6 | -0.4
Cc1ccccc1-c1ccc([C@H]2[C@@H](CO)N3CCCCN(C(=O)Nc4cccc(F)c4)C[C@H]23)cc1 | nt | nt | -28 | 10 | 23 | -1 | -13 | -2.9
Cn1nnc(NC(=S)NC(=O)c2cccc3c(Cl)cccc23)n1 | 15 | 0.0 | 9 | -17 | -7 | -5 | -12 | 0.2
CCC(=O)N1C[C@H](C)[C@@H](OC)CN(C)C(=O)c2ccc(NC(=O)Nc3ccccc3)cc2OC[C@@H]1C | -9 | 0.4 | -1 | 5 | -4 | 0 | -1 | -0.3
COc1cccc(CNC(=S)Nc2cc(C)ccc2C)c1 | -4 | 0.0 | 2 | -9 | -23 | -3 | -1 | 1.8
CC(=O)Nc1cccc(C(=O)N2CCN(Cc3ccccc3)CC2)c1 | 1 | nt | 3 | nt | -32 | nt | -2 | nt
O=C(Cc1ccccc1)NC(NNc1ccccc1)(C(F)(F)F)C(F)(F)F | -10 | nt | 2 | nt | -2 | nt | 6 | nt
CC(=O)c1ccc(S(=O)(=O)NCCC(=O)OC(C)C(=O)Nc2ccc(F)cc2)cc1 (stereo not given) | 14 | 0.0 | nt | 2 | 0 | -8 | nt | -2.4
NC(=O)COC(=O)CC1CC2CCC1C2 (stereo not given) | 6 | 0.0 | nt | 10 | -2 | -4 | -7 | -1.3
O=C(c1cccc([N+](=O)[O-])c1)N1CCN(c2n[nH]c(=O)[nH]c2=O)CC1 | 10 | -0.1 | -1 | -8 | -1 | -1 | -5 | -0.9
CC(C)(C)c1nnc(NS(=O)(=O)c2ccc([N+](=O)[O-])cc2)s1 | nt | 0.1 | 12 | -3 | 3 | 3 | -5 | 1.0
Cc1cccc(C(=O)Nc2ccc3c(c2)nc(C)n3C)c1 | 0 | 0.0 | 6 | -3 | -3 | 4 | -56 | nt
COc1ccc(S(=O)(=O)N[C@H]2CC[C@@H](CCn3cc(C(C)C)nn3)O[C@H]2CO)cc1 | -4 | 0.1 | -4 | -16 | 4 | 0 | 3 | 0.4

Record cards (already shown).
CC(C)(C)c1nnc(NS(=O)(=O)c2ccc([N+](=O)[O-])cc2)s1 is listed as GSIS activator = nt; XiGFP reactiv = 0.1; RAD54 inh = 12; RAD52 inh = -3; ARNT TACC3 PPI = 3; ERAP1 HTS inh = 3; esBAF inh = -5; CFTR F508del cor = 1.0
COc1cccc(CNC(=S)Nc2cc(C)ccc2C)c1 is listed as GSIS activator = -4; XiGFP reactiv = 0.0; RAD54 inh = 2; RAD52 inh = -9; ARNT TACC3 PPI = -23; ERAP1 HTS inh = -3; esBAF inh = -1; CFTR F508del cor = 1.8

Individual results from above.
Value of COCC(=O)N(C)CC1CCCN(CCc2ccccc2OC)C1 (stereo not given) in esBAF inh: -2
Value of C[C@@H]1CN([C@@H](C)CO)C(=O)c2cccc(NC(=O)c3ccncc3)c2O[C@@H]1CN(C)C(=O)Nc1ccc(F)cc1 in GSIS activator: -2

The list continues.
SMILES | GSIS activator | XiGFP reactiv | RAD54 inh | RAD52 inh | ARNT TACC3 PPI | ERAP1 HTS inh | esBAF inh | CFTR F508del cor
CC(C)OC(=O)CCC(=O)Nc1nc2ccccc2s1 | 2 | nt | 13 | -10 | -2 | -3 | 38 | nt
CCOc1ccc(NS(=O)(=O)c2ccc(C(=O)NC3CCC(O)CC3)cc2)cc1 (stereo not given) | 15 | 0.0 | 10 | -12 | nt | -2 | -13 | 0.3
O=C(Nc1ccc2c(c1)[C@H]1C[C@H](CC(=O)N3CCOCC3)O[C@H](CO)[C@H]1O2)NC1CCCCC1 | -2 | -0.1 | -11 | 4 | -1 | -1 | -5 | -2.6
C[C@@H]1CN([C@@H](C)CO)C(=O)c2cc(-c3cccc(C#N)c3)cnc2O[C@H]1CN(C)C | 24 | -0.6 | -1 | -19 | -1 | -1 | 2 | -0.4
O=C(N/C(=C/c1ccco1)C(=O)N1CCOCC1)c1ccc([N+](=O)[O-])cc1 | 7 | 0.0 | -11 | -12 | -2 | 4 | 1 | -2.1
Cn1c(CNC(=O)c2ccc3c(c2)OCO3)nnc1SCC(=O)Nc1ccccc1Cl | -15 | 0.2 | -3 | -2 | -4 | 4 | -10 | -2.0
Cc1ccccc1-c1nc2ccccc2c(=O)n1/N=C/c1ccc([N+](=O)[O-])cc1 | 22 | 0.1 | 6 | 11 | -1 | 3 | 1 | 0.4
C/C(CC(=O)Nc1ccc(Cl)cc1)=N\NC(=O)C(=O)N1CCCCC1 | -14 | 0.0 | nt | -11 | -7 | 7 | nt | 2.9
CCCNC(=O)c1csc(Nc2cccc3ccccc23)n1 | 3 | 0.3 | 0 | -12 | 2 | nt | 16 | 1.6
CCC(=O)Nc1ccc2c(c1)C(=O)N(C)C[C@H](OC)[C@H](C)CN(C(=O)C1CCC1)[C@H](C)CO2 | 1 | 0.1 | -3 | -16 | -18 | 0 | 1 | -0.9
CC12CCC(=O)N1C(C(=O)N1CCN(S(=O)(=O)c3ccc(F)c(F)c3)CC1)CS2 (stereo not given) | 24 | 0.2 | nt | -11 | -5 | -10 | nt | 0.7
COc1ccc(N=Cc2c(O)cc(C)oc2=O)cc1 | 21 | 0.0 | -10 | -9 | -4 | 4 | 0 | -3.7
COCC(=O)N1C[C@@H](C)[C@@H](OC)CN(C)C(=O)c2cc(NC(=O)NC(C)C)ccc2OC[C@H]1C | 17 | 0.2 | -6 | 3 | 15 | 3 | 2 | -4.1
C[C@@H]1CN([C@@H](C)CO)C(=O)c2cc(NC(=O)c3ccccc3)ccc2O[C@@H](C)CCCCO[C@@H]1CN(C)S(=O)(=O)c1ccc(Cl)cc1 | -8 | -0.9 | -5 | -49 | 18 | 2 | 3 | 0.3
CSc1ccc(CN2CCC(C)(Oc3cnc(Cl)c4ccccc34)C2)cc1 (stereo not given) | -4 | 0.2 | -8 | -29 | nt | 1 | 2 | -4.5
O=C(CSc1ccc(-c2cccnc2)nn1)N1CCCC1 | 0 | 0.1 | nt | -7 | -6 | 0 | nt | -0.7
CCc1cc[n+](C2=C([O-])c3ccccc3C(=O)/C2=N\S(=O)(=O)c2cccs2)cc1 | -12 | 2.3 | nt | -9 | 17 | 1 | nt | nt
C=CC[C@H](CC(=O)N(CCO)Cc1ccccc1)C(=O)NC[C@@H](OC(=O)[C@@H](CC=C)Cc1ccc(F)cc1)c1ccccc1 | -8 | -0.1 | -2 | -3 | -5 | 3 | -2 | -1.1
Cc1ccc(S(=O)(=O)N(CC(=O)Nc2ccc(C(N)=O)cc2)C(=O)N2CCN(C)CC2)cc1 | 1 | 0.0 | 2 | -2 | -5 | 1 | 1 | 4.5
COCCNC(=O)C1(C)CCCN(Cc2noc(-c3ccccc3OC)n2)C1 (stereo not given) | 2 | 0.7 | -4 | 0 | nt | 6 | 1 | -3.5
Cc1cc(C(=O)Nc2ccccc2N2CCOCC2)c(C)o1 | 1 | -0.1 | 16 | 2 | -10 | 4 | 6 | 0.0
C[C@@H]1CN([C@H](C)CO)C(=O)c2cc(NC(=O)c3ccncc3)ccc2O[C@@H](C)CCCCO[C@H]1CN(C)Cc1ccc(C(F)(F)F)cc1 | -12 | 0.3 | 0 | -26 | -1 | 0 | 1 | -2.3
Cc1ccc(NC(=O)CCOc2ccccc2C)cc1C | -19 | -0.1 | 14 | -5 | nt | 0 | 1 | -1.3
C[C@H]1CN([C@@H](C)CO)C(=O)c2cc(-c3cccc(C(=O)N(C)C)c3)cnc2O[C@H]1CN(C)S(=O)(=O)c1ccccc1 | 1 | -0.8 | nt | nt | nt | nt | -1 | 0.0
Cc1cccc(C)c1NC(=O)CN(C)CCc1ccccc1 | 7 | nt | -25 | 6 | nt | -1 | -6 | 1.6
SMILES | GSIS activator | XiGFP reactiv | RAD54 inh | RAD52 inh | ARNT TACC3 PPI | ERAP1 HTS inh | esBAF inh | CFTR F508del cor
N#CC1=C(N)N(c2ncn[nH]2)C2=C(C(=O)CCC2)C1c1ccccc1 (stereo not given) | 2 | 0.1 | nt | -4 | 35 | -1 | nt | 2.6
Cc1cc(NC(=O)CN(C)CCOc2ccccc2)ccc1Br | -47 | 0.1 | nt | -12 | 1 | 2 | nt | 2.4
CCOc1ccc(S(=O)(=O)N2CCCCC2)cc1NC(=O)CC1OC(=O)c2ccccc21 (stereo not given) | 7 | 0.0 | -1 | -6 | -3 | -2 | -3 | -0.2
COc1cccc(C(Nc2ccccc2)c2ccc3ccc(C)nc3c2O)c1 (stereo not given) | nt | 1.1 | nt | 1 | nt | -1 | nt | -0.3
C#CCOC(=O)CCCC(=O)Nc1ccccc1OC | 31 | nt | -2 | nt | 1 | nt | 0 | nt
Cc1ccc(C(=O)CC(C(=O)O)P(=O)(c2ccccc2)c2ccccc2)cc1 (stereo not given) | 15 | 0.0 | -8 | -17 | 2 | -9 | -5 | 1.0
O=C(Nc1ccc2c(c1)OCO2)N1CCN(c2ncccn2)CC1 | 7 | nt | nt | -4 | 6 | 0 | 21 | -1.0
